# ERp5 inh = inhibitors of human ERp5. Q15084. ERp5 insulin aggregation, absorbance 650 nm, 90 min. inhibition, % at 9.99 µM. 350,000 compounds, 0.05% hits. AID 651711;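 active = mean replicate inhibition above about 25%, with every replicate also reaching it, limit read from the data, passing the limit was not always enough; inconclusive = only one of those two criteria met; inactive = neither criterion met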
# Target sequence (Q15084 whole entry, looked up): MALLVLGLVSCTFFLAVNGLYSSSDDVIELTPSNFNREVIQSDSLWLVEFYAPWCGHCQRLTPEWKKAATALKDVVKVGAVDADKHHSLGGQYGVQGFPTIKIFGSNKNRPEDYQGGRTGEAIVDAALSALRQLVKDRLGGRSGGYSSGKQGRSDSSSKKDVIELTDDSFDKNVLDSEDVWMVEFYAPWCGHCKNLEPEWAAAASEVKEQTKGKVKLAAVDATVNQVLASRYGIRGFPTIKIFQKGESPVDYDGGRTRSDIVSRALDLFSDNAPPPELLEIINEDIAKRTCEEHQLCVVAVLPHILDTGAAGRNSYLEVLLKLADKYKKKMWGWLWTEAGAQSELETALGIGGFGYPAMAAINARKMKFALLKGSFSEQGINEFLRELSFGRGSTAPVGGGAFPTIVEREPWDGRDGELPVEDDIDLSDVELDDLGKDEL
# miR-122 sensor = miR-122 inhibition in Huh7 cells; Huh7 miR-122 Renilla luciferase sensor, 48 h; neutral wells = 0, positive control = 100; activation (reporter increase), % at 12.5 µM; 340,000 compounds, 0.3% hits; AID 602342;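 active = mean replicate activation score at least 90 and every replicate individually at or above 90; inconclusive = only one of the two criteria met; inactive = neither criterion met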;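 note: higher luciferase means less miR-122 activity so hits act as miR-122 inhibitors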
# SIRT5 inh = sirtuin-5 (human) deacylase inhibition | AID 652115 | inhibition, % at 15 µM | 330,000 compounds, 1.1% hits | Q9NXA8 | Purified SirT5, succinyl-peptide AMC, trypsin-coupled fluorescence; in the data active = inhibition above about 15%; inconclusive = no clear call, values can overlap the other calls
# Target sequence (Q9NXA8 whole entry, looked up): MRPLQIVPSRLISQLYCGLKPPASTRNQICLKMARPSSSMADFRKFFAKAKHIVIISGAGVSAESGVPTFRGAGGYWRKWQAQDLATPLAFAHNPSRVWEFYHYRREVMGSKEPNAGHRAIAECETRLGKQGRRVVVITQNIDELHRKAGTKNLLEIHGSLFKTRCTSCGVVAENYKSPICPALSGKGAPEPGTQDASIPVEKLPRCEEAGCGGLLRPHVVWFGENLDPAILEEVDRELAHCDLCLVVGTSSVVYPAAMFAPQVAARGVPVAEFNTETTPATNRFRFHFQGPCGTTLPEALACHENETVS
# ERAP1 inh = blocks human ERAP1 aminopeptidase activity | inhibition, % at 10.7 µM | AID 652197 | recombinant ERAP1, Leu-AMC fluorescence, 60 min | 340,000 compounds, 0.15% hits | Q9NZ08;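 active = mean replicate inhibition of at least 30%, or all replicates individually reaching that 30% level; inactive = mean below 30% and not every replicate reaching it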;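 note: 0% = neutral control wells and 100% = L-leucinethiol positive control wells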
# CASP6 VEID inh = blocks human caspase-6 cleavage activity; P55212; purified caspase-6, Z-VEID-R110 cleavage fluorescence; inhibition, % at 12.5 µM; 350,000 compounds, 0.53% hits;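 active = mean inhibition across replicates at least about 35%, with every replicate also reaching that limit, limit read from the data; inconclusive = only one of the two criteria met; inactive = neither criterion met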;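 note: 0% = median of neutral control wells and 100% = no fluorescence left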
# Target sequence (P55212 24-179 limits assumed): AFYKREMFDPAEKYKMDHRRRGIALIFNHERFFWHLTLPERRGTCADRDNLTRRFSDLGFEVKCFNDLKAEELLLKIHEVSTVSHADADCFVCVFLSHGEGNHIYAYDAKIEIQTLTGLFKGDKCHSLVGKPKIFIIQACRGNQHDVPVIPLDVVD
# Target sequence (P55212 194-293 limits assumed): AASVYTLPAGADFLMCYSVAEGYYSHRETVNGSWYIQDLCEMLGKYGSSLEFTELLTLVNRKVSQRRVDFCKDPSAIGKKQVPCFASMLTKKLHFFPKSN
# DENV2 CPE rescue = inhibitors of DENV2 cytopathic effect. 350,000 compounds, 1.7% hits. DENV2-infected cells, cytopathic effect rescue, plate reader. CPE inhibition, % at 9.99 µM; in the data active = CPE inhibition above about 20%, passing the limit was not always enough; inconclusive = no clear call, values can overlap the other calls; tested in BHK-21 cells;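 note: 0% = median of neutral control wells and 100% = median of positive control wells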
# F508del corr = correctors of CFTR F508del function in bronchial epithelial cells; AID 720511; activity (quench increase), % at 7.58 µM; 350,000 compounds, 0.36% hits; CFBE cells, YFP halide quenching; stimulated with forskolin plus potentiator P3; % fluorescence drop versus neutral controls;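 active = mean added fluorescence quench of at least 8% versus neutral control, with both replicates also reaching 8%; inconclusive = only one of the mean or replicate conditions met; inactive = mean below 8% and not both replicates reaching 8%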;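 note: cells transiently co-express mutant CFTR-F508del with the halide-sensitive YFP; corrector assay measuring rescue of mutant channel to the surface after 24 h compound exposure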
# The depositor's hits bear a star; u = inconclusive; x = no result given; & = joins results of further samples; [ ] = dose if it differs, or a comment. Compounds were not picked by outcome. Share with any hit: about 4%.
# The line under a structure holds: CASP6 VEID inh, DENV2 CPE rescue, miR-122 sensor, ERAP1 inh, SIRT5 inh, ERp5 inh, F508del corr
Cc1noc(C)c1S(=O)(=O)Nc1ccc2c(c1)C(=O)N([C@H](C)CO)C[C@H](C)[C@H](CN(C)S(=O)(=O)c1cccs1)O2
 : 0, -9, -6[16.7 µM], -1, -5, 1, -0.7
C[C@@H]1CCCCO[C@H](CN(C)CC2CC2)[C@H](C)CN([C@@H](C)CO)C(=O)c2cc(NS(=O)(=O)c3ccccc3)ccc2O1
 : -1, -3, -7[16.7 µM], -3, -2, 7, 2.4
CN(C(=O)CSc1ccncc1)C1CCCN(Cc2ccccc2F)C1 (configuration not stated)
 : -7, 1, 3, -4, 4, 5, -2.0
CC(Cl)C(=O)NN=C(c1ccccc1)c1ccccc1 (configuration not stated)
 : -2, 13, 0, x, x, -3, -2.3
O=C(Nc1nc2c(F)cc(F)cc2s1)C1CCN(C(=O)c2ccc(F)cc2)CC1
 : -3, u, x, -3, -3, 21, 4.7
O=C(Nc1ccccc1)c1ccc(S(=O)(=O)Nc2cccc(O)c2)cc1
 : 5, -3, 9, 2, 2, 3, -1.3
Cc1nn(CC(=O)NC2(C)CCS(=O)(=O)C2)c(C)c1S(=O)(=O)N(C)C (configuration not stated)
 : -1, -4, x, 3, 1, -2, 0.7
Cc1cc(N2CCN(C(=O)/C=C/C(=O)O)CC2)c2ccccc2n1
 : x, 3, x, 2, -2, 1, -1.7
COc1cc2c(cc1OC)/C(=C/C(=O)c1ccccc1)NCC2
 : 30, 6, 8, 4, -3, -1, 0.9
O=C(N[C@@H](Cc1c[nH]c2ccccc12)C(=O)O)C1CCN(S(=O)(=O)c2ccc(Cl)cc2)CC1
 : 4, 5, -4, 1, -3, 5, -1.7
CN(CC(=O)Nc1cccc(F)c1)C(=O)CSc1ccccc1
 : 5, 1, x, 3, -4, 5, -0.6
COc1ccc(CNC(=O)[C@H](C)NC(=O)C2CCN(S(=O)(=O)c3ccccc3)CC2)cc1
 : -2, -9, -8, -5, -2, 3, 0.5
O=C(COC(=O)c1cc(S(=O)(=O)N2CCCCC2)ccc1N1CCOCC1)c1ccccc1
 : -2, 4, -10, -1, -3, 1, -2.1
CCNC(=O)C[C@H]1CC[C@H]2[C@@H](COc3ccc(NC(=O)Nc4cccc(OC)c4)cc3C(=O)N2C)O1
 : x, -4, 20[16.7 µM], x, x, x, 1.7
CC(C)c1nnc(NC(=O)CCC(=O)N2CCN(Cc3ccc(F)cc3)CC2)s1
 : 3, 7, -3, -4, 0, -3, 0.6
CCc1ccc(NC(=O)[C@@H](NC(=O)[C@@H]2Cc3ccccc3CN2)C(C)CC)cc1 (some centres not stated)
 : 0, 9, 2, 2, -2, -1, -1.6
C[C@H]1CN([C@@H](C)CO)C(=O)c2cc(C3=CCCC3)cnc2O[C@H]1CN(C)C(=O)CN1CCOCC1
 : 3, -1, 31[16.7 µM], -2, -6, -6, -0.2
CCOc1ccc(NC(=O)C2CCCN(S(=O)(=O)c3ccc4c(c3)CCCN4C(C)=O)C2)cc1 (configuration not stated)
 : 4, -3, 7, -6, 11, 11, -2.6
COc1cccc(-c2ccc([C@@H]3[C@@H](CO)N4C(=O)CN(C(=O)C5CCCCC5)C[C@H]34)cc2)c1
 : 5, -6, x, -1, 3, 1, 1.3
COC(=O)CN1C(=O)N/C(=C/c2ccc(OC)cc2)C1=O
 : 1, 19, x, 4, 0, -5, 2.1
COc1ccccc1N1CCN(C(c2cccs2)C(C)NC(=O)C(=O)N2CCCCC2)CC1 (configuration not stated)
 : -3, 0, x, -5, 2, 0, -1.2
Cc1cc2c(cc1C)C(=O)CCC2
 : -1, -5, -21, 3, -6, -2, -2.3
CCC(=O)C1CCCN(C(=O)CCc2nnc(-c3ccc(C(C)=O)s3)o2)C1 (configuration not stated)
 : 1, 2, 2, 2, 1, -3, 2.3
CCOC(=O)C(=O)N(C)c1c(CC)nc2c(OCc3ccccc3OC)cccn12
 : -3, 2, 4, 9, 1, 9, 5.0
C[C@H]1CCCCO[C@@H](CN(C)C(=O)c2ccccc2)[C@@H](C)CN([C@@H](C)CO)C(=O)c2cc(NC(=O)Nc3ccc(F)cc3)ccc2O1
 : 2, 22*, -8[16.7 µM], -5, 4, -2, 4.4
CCN(CC(=O)Nc1c(F)cccc1F)C(=O)c1ccc(NC(=O)CC2SC(N3CCCC3)=NC2=O)cc1 (configuration not stated)
 : 2, 7, 2, 2, -1, 4, -2.9
Cc1ccc(S(=O)(=O)N(C)C[C@H]2Oc3ccc(NC(=O)CCCN(C)C)cc3C(=O)N([C@H](C)CO)C[C@H]2C)cc1
 : 3, 3, -2[16.7 µM], 0, -1, 2, 0.6
COC(=O)C[C@@H]1CC[C@H]2[C@H](COc3ccc(NC(=O)c4cccc(F)c4)cc3C(=O)N2C)O1
 : 2, 1, 7[16.7 µM], 0, 6, 4, -1.1
CSc1ncnc2c1ncn2CCCN1CCN(c2ncccn2)CC1
 : -2, -6, -4, -1, -1, 5, 1.3
CNC(=O)C[C@H]1CC[C@@H]2[C@H](COc3ccc(NC(=O)C4CC4)cc3C(=O)N2C)O1
 : x, -3, -27[16.7 µM], x, x, x, -0.4
O=C(CSCc1cnn(-c2ccccc2)c1-n1cccc1)NCc1ccccn1
 : x, -1, 1, -1, -2, -4, 1.0
C[C@H](NC(=O)C[C@H]1C[C@@H]2c3cc(NC(=O)C4CCOCC4)ccc3O[C@@H]2[C@H](CO)O1)c1ccccc1
 : 2, 13, 5[16.7 µM], -3, -2, -8, -0.9
COc1ccc(C2c3ccc(O)cc3Oc3ncn(CCN4CCOCC4)c(=N)c32)cc1OC (configuration not stated)
 : -1, -6, 13, -1, -2, 3, 2.0
Cc1cccc(NC(=O)C2CCCN(S(=O)(=O)c3cccs3)C2)c1C (configuration not stated)
 : 0, 0, x, -2, -5, 0, 2.3
CN(Cc1ccccc1)Cc1c(O)ccc2ccccc12
 : -5, -3, x, 0, -2, -1, 2.2
Fc1ccc(OCCCCN2CCOCC2)cc1
 : 2, 10, x, -3, x, 4, -0.8
Cc1ccc(-c2cc(C(=O)O)c3ccccc3n2)c(C)c1
 : -4, 3, 3, x, -1, 5, -1.2
N#C[C@H]1[C@@H](c2ccccc2)[C@@H](CO)N1C(=O)Cc1ccccn1
 : 2, -1, x, 3, -2, 6, -3.4
CO[C@@H]1CN(C)C(=O)c2ccc(NC(=O)CC(F)(F)F)cc2OC[C@H](C)N(C(=O)c2ccccc2F)C[C@H]1C
 : 0, -1, x, 0, 2, 17, -2.7
COc1cc(/C=N/NC(=O)c2sc3ccccc3c2Cl)ccc1OC(=O)c1ccc([N+](=O)[O-])cc1
 : -2, -2, -2, x, -5, 2, 0.5
Cc1oc2cc3oc(=O)ccc3cc2c1C
 : 0, u, 2, 2, -3, -1, x
COc1ccc(N2CCN(S(=O)(=O)CCNC(=O)C(C)Oc3ccccc3)CC2)cc1 (configuration not stated)
 : -1, -9, -12, -3, -9, 1, 0.1
COc1ccc(-c2[nH]ncc2/C=N\NC(=O)c2cccs2)cc1OC
 : 16, 9, 6, 5, 1, 3, -0.6
CCC1=NN(C(=O)C(=O)Nc2ccc(OC)cc2)C(O)(C(F)(F)F)C1 (configuration not stated)
 : -4, -1, -2, -3, 0, -3, -0.9
Cc1c(C)c2ccc(OCC(=O)N3CCC(C(=O)O)CC3)cc2oc1=O
 : 0, -20, 2, -1, -23, 1, -4.5
O=C(Nc1nccs1)C1CC(=O)N(CCc2ccccc2)C1 (configuration not stated)
 : -1, -5, -2, 1, -1, 9, 1.4
O=C(CC1SC(=O)N(c2ccccc2)C1=O)Nc1ccc(Br)cc1 (configuration not stated)
 : 3, 4, 0, -2, -4, 2, 0.2
COc1ccc(NC(=O)N(C)C[C@H]2Oc3ccc(NC(=O)Nc4ccc(C(F)(F)F)cc4)cc3C(=O)N([C@@H](C)CO)C[C@H]2C)cc1
 : x, 1, -9[16.7 µM], x, x, x, 0.5
CC(C)(C)c1csc(NC(=O)C2=COCCO2)n1
 : 2, 0, -1, -3, 0, 16, -3.1
O=C(NCc1ccccc1)C1CC(=O)N(c2ccc(OCC(=O)N3CCOCC3)cc2)C1 (configuration not stated)
 : x, 1, -3, -3, -6, 5, -2.6
Cc1c(O)ccc(NS(=O)(=O)c2ccccc2)c1C
 : 0, -4, -3, 7, -2, 2, x
Cc1noc(C)c1NC(=O)Nc1ccc2c(c1)CC(=O)N([C@H](C)CO)C[C@@H](C)[C@H](CN(C)CC1CCCCC1)O2
 : 2&-6, -4&5, -9[16.7 µM], -1&-5, 8&1, -2&1, -0.8&-3.7
CCC1ON(C(C)C)C2c3nc4ccccc4n3CC12 (configuration not stated)
 : 5, -1, 1, 4, 0, 3, 1.7
CCOc1ccc(N(CC(=O)NC2CCCCC2)S(=O)(=O)c2ccccc2)cc1
 : -1, -8, -3, -2, -1, 2, 0.0
C[C@@H]1CCCCO[C@H](CN(C)S(=O)(=O)c2cccs2)[C@@H](C)CN([C@H](C)CO)C(=O)c2cc(NS(=O)(=O)c3cccs3)ccc2O1
 : -2, 59*, -10[16.7 µM], 6, 4, -4, -2.9
O=c1cc(N2CCCCC2)c2ccccc2o1
 : 1, 3, -4, 2, 11, -1, -2.2
COc1ccc(-c2nc(N3CCC(C)CC3)[nH]c(=O)c2C#N)cc1
 : -8, -1, x, -1, -6, 3, 1.9
Nc1nc2nccc(-c3ccco3)n2n1
 : 8, -2, -2, -6, -55, 6, -2.2
COc1ccc(-c2nc(CN3CCN(c4ncnc5ccccc45)CC3)c(C)o2)c(OC)c1
 : 1, 3, x, -2, 0, 1, 0.7
Cn1nnnc1SCC(=O)Nc1ccccc1Br
 : 1, 8, x, -5, -4, 0, -0.4

# Next part.
# The line under a structure holds: CASP6 VEID inh, DENV2 CPE rescue, miR-122 sensor, ERAP1 inh, SIRT5 inh, ERp5 inh, F508del corr
CN(Cc1ccccc1)CC(O)COc1ccc(CNCCOc2cccnc2)cc1 (configuration not stated)
 : -16, 1, x, 3, -1, 0, 2.8
O=S(=O)(c1ccccc1)N1CCN(C(=S)Nc2ccccc2)CC1
 : -2, -6, x, 2, -1, 1, 1.5
O=C(CSCc1ccc([N+](=O)[O-])cc1)Nc1ccc(S(=O)(=O)N2CCCCCC2)cc1
 : -2, 80*, 1, 2, 1, -2, 0.0
CO[C@@H]1CN(C)C(=O)c2ccc(NC(=O)c3ccccc3F)cc2OC[C@H](C)N(CC2CCOCC2)C[C@@H]1C
 : 4, -1, x, -6, -2, -1, 1.3
O=C(O)CCCN(Cc1cccc(Br)c1)S(=O)(=O)c1ccc(Br)cc1
 : 1, -1, x, -5, -3, -6, -3.2
OC[C@H]1[C@@H](c2ccccc2)C2(CN(Cc3nccs3)C2)N1CCC(F)(F)F
 : -2, -2, x, 7, 1, -8, -2.8
COC(=O)[C@]1(CO)N=C(c2ccc(OCCCO)cc2)O[C@@H]1c1ccccc1CN=[N+]=[N-]
 : 5, 51*, x, 0, 11, 0, -0.9
Cc1cccc(NC(=S)NC2CC3CCCC(C2)N3Cc2ccccc2)c1C (configuration not stated)
 : 2, 7, x, 3, 0, 2, 1.5
Cc1cccc(N(CC(=O)NCc2ccco2)C(=O)CCC(=O)Nc2nccs2)c1C
 : 9, -11, -7, 2, -1, 2, -2.5
CC(C)(C)c1ccc(C(=S)N2CCN(c3ccccc3)CC2)cc1
 : 2, 1, 0, -4, -1, 0, -1.9
CCCCNC(=O)c1onc(CSc2ccc(C(C)C)cc2)c1C(=O)O
 : 7, x, -4, 23, 3, -6, 2.0
COc1c2c(nc3ccccc13)OC(C(C)(O)CO)C2 (configuration not stated)
 : 0, -3, 2, -3, -1, -1, -1.2
CNC(=O)C[C@H]1CC[C@H]2[C@H](COc3ccc(NC(=O)NCc4ccccc4)cc3C(=O)N2C)O1
 : x, u, 17[16.7 µM], x, x, x, 0.8

# As entered above.
# Under ERAP1 inh, O=S(=O)(c1ccccc1)N1CCN(C(=S)Nc2ccccc2)CC1 is listed with 2
# Under F508del corr, O=C(CSCc1ccc([N+](=O)[O-])cc1)Nc1ccc(S(=O)(=O)N2CCCCCC2)cc1 is listed with 0.0
# Under ERAP1 inh, OC[C@H]1[C@@H](c2ccccc2)C2(CN(Cc3nccs3)C2)N1CCC(F)(F)F is listed with 7

# Screening results as filed in PubChem BioAssay.
